Source: PubChem BioAssay
Rab2 wt GTP: changes GTP binding to wildtype dog Rab2A, up or down; P61105; GST-Rab2 wt beads, Bodipy-GTP binding, flow cytometry; GTP binding activity, % at 10 µM; 0.19% of 190,000 active; AID 760;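 active means GTP binding activity at least 20 points away from 100%, either lowered or raised; inconclusive means signal likely due to the compound's own green fluorescence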;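 further: 0% = beads with excess unlabeled GTP and 100% = no-compound control corrected for plate trend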
Mcl1-Noxa inh: Mcl-1/Noxa interaction inhibition. inhibition, % at 21.7 µM. 1.5% of 220,000 active. TR-FRET Mcl-1/Noxa peptide binding, 2 h;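 active means compounds that cut the protein-peptide binding signal by more than 50% relative to plate controls in a single-dose test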;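 further: His-tagged Mcl-1 with rhodamine Noxa BH3 peptide and terbium anti-His antibody; 0% = Mcl-1 plus Noxa peptide wells and 100% = peptide-only wells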
Target sequence (Q07820 whole entry, looked up): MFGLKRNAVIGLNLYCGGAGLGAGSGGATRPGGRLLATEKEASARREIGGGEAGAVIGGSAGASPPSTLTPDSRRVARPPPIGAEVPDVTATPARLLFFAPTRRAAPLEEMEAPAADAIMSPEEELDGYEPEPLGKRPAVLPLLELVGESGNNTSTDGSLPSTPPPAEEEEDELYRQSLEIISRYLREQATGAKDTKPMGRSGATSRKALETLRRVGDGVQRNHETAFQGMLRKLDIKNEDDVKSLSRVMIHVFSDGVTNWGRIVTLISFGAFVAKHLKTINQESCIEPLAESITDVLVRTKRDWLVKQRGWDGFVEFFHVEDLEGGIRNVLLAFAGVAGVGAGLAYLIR
Rab7 wt modul: modulators of GTP binding to dog Rab7 wildtype GTPase | GST-Rab7 beads, fluorescent GTP binding, flow cytometry; actives lie on both sides; untreated = 100%, excess cold GTP = 0% | GTP binding activity (percent of control), % at 10 µM | 0.055% of 190,000 active;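 active means fluorescent GTP binding to Rab7 beads changed by at least 20 points from the 100% baseline, either direction, mostly lower; inconclusive means compound itself probably fluorescent, or too few beads counted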;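 further: median green fluorescence of bound Bodipy-FL-GTP per Rab7 bead population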
HRas wt GTP: human HRas wildtype GTP binding, change in either direction. AID 759. GTP binding activity, % at 10 µM. P01112. GST-Ras wt beads, Bodipy-FL-GTP binding, flow cytometry; actives lie on both sides. 0.14% of 190,000 active;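 active means GTP binding activity at least 20% away from the 100% baseline, either lowered as inhibitor or raised as activator; inconclusive means flagged as likely green fluorescent, judged across all proteins in the well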;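 further: 0% = unlabeled GTP competition control and 100% = no-compound control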
Target sequence (P01112 whole entry, looked up): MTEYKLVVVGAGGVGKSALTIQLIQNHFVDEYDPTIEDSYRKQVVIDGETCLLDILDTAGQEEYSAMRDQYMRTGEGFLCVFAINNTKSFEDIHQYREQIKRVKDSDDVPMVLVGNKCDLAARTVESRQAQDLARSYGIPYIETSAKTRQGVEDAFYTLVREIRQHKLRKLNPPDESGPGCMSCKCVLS
Rac1 mut GTP: alters GTP binding to activated mutant human Rac1; percent activity (GTP binding), % at 10 µM; P63000; GST-Rac1 activated beads, fluorescent GTP binding, flow cytometry; actives lie on both sides; 100% means binding = to untreated wells; 0.11% of 190,000 active;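 active means GTP binding at least 20 percentage points away from the 100% baseline, in either direction, so actives lie on both sides; inconclusive means Compound likely fluorescent itself, or too few beads counted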
Bim-Mcl-1: inhibitors of Bim-Mcl-1 interaction, human; Q07820; Bead-based flow cytometry, Bim peptide-Mcl-1 binding; inhibition, % at 10 µM; 0.1% of 190,000 active; AID 1009; in the data active means inhibition above about 40%;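 further: 0% = no compound tracer wells and 100% = peptide blocker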
Pf gametocyte: kills late stage P. falciparum gametocytes; P. falciparum stage V gametocytes, ATP luminescence, 24 h; inhibition, % at 10.9 µM; AID 743093; 0.065% of 150,000 active;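 active means inhibition above the mean plus 3 SD of compounds within the control limits, set per campaign, cut at about 38% in these data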;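 further: 0% = DMSO wells and 100% = medium only without gametocytes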
Avidin fluor: avidin bead compound fluorescence profile; Avidin beads, compound fluorescence 488/530 nm, flow cytometry; hits give high values; fluorescence (KMESF) at 10 µM; 0.38% of 220,000 active; AID 1775; in the data active means fluorescence above about 47; further: inactives centre near 10
Rac1 wt modul: modulators of human Rac1 wildtype GTP binding. GTP binding activity (% of control), % at 10 µM. P63000. 0.27% of 190,000 active. GST-Rac1 beads, fluorescent GTP binding, flow cytometry; actives lie on both sides; 0 = cold GTP competed, 100 = untreated;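 active means GTP binding activity at least 20 points away from the 100% control level, either lower or higher; inconclusive means compound flagged as likely green fluorescent, judged across all proteins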
Cdc42 wt GTP: changes GTP binding to wildtype human Cdc42. P60953. GST-Cdc42 beads, Bodipy-GTP binding, flow cytometry; actives lie on both sides. percent activity (GTP binding), % at 10 µM. AID 761. 0.2% of 190,000 active;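 active means percent activity GTP binding at least 20 points away from the 100% baseline, either down as inhibitor or up as activator; inconclusive means compound flagged as likely green fluorescent from well-wide comparison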;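 further: median bead fluorescence of bound Bodipy-FL-GTP at 100 nM; 0% = excess unlabeled GTP control and 100% = no compound control; below 100% means less GTP binding so inhibitor and above means activator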
Target sequence (P60953 whole entry, looked up): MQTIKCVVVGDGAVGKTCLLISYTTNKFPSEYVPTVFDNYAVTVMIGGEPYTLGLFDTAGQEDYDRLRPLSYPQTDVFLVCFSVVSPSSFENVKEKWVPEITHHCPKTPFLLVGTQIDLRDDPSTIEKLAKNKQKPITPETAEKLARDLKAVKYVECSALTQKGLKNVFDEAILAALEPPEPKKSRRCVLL
Mcl1-Bid inh: disrupts binding of human Mcl-1 to Bid peptide. Q07820. TR-FRET Mcl-1/Bid-Dy647 peptide binding, 1536-well. inhibition, % at 21.7 µM. 0.97% of 220,000 active;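 active means compounds that cut the binding signal by more than half at the single screening dose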;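 further: His-tagged Mcl-1 with europium anti-His antibody binding Bid BH3 peptide; 0% = Mcl-1 plus peptide wells and 100% = peptide-only wells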
* hit, by the source's call; u = inconclusive; x = not tested or not shown.

SMILES | Rab2 wt GTP | Mcl1-Noxa inh | Rab7 wt modul | HRas wt GTP | Rac1 mut GTP | Bim-Mcl-1 | Pf gametocyte | Avidin fluor | Rac1 wt modul | Cdc42 wt GTP | Mcl1-Bid inh
COc1ccc2cnnc(SCC(=O)Nc3ccc(C(C)=O)cc3)c2c1OC | 94 | 0 | 94 | 98 | 98 | -4 | 1 | 3 | 96 | 99 | -21
CCOC(=O)C1CCCN(C(=O)c2sc3nc(C)nc(N(CC)CC)c3c2C)C1 (configuration not stated) | 102 | 3 | 96 | 99 | 98 | -4 | x | 7 | 102 | 98 | -1
CC1CCN(S(=O)(=O)c2ccc(S(=O)(=O)N3CCC4(CC3)OCCO4)cc2)CC1 | 101 | -8 | 99 | 101 | 103 | 0 | 10 | 3 | 105 | 100 | 11
Cc1ccc(CNC(=O)CCNC(=O)Cn2ccc3ccccc3c2=O)o1 | 101 | 28 | 103 | 99 | 98 | 0 | 11 | 9 | 103 | 101 | -14
Nc1nc2c(s1)C(=O)CC(c1ccccc1)C2 (configuration not stated) | 108 | -50 | 106 | 105 | 100 | 1 | x | 15 | 108 | 107 | -83
CCOC(=O)Cn1nc(Cc2ccccc2)c2ccccc2c1=O | 99 | -4 | 99 | 98 | 97 | -5 | x | 11 | 100 | 97 | -20
Cc1nnc(Sc2c(N)n(C)c(=O)[nH]c2=O)s1 | 97 | 19 | 99 | 99 | 97 | -1 | x | 7 | 99 | 98 | 100*
Cc1cc(/C=N/NC(=O)c2ccncc2)c(C)n1-c1ccccc1 | 101 | 18 | 102 | 100 | 98 | -4 | x | 10 | 100 | 98 | -23
COc1ccc(CC(=O)N2N=C(C)CC2(O)C(F)(F)F)cc1 (configuration not stated) | 102 | 11 | 104 | 103 | 99 | -2 | x | 13 | 105 | 102 | -20
O=C(NCc1ccccc1)c1cc2ccccc2o1 | 101 | -6 | 100 | 103 | 102 | -3 | x | 13 | 104 | 103 | 9
OCC#CCSc1nnc(-c2ccc(Br)cc2)o1 | 96 | 12 | 99 | 97 | 98 | -4 | -3 | 7 | 94 | 95 | -16
O=C(Nc1ccc(Cl)cc1C(F)(F)F)C(Sc1cccc[n+]1[O-])c1ccccc1 (configuration not stated) | 99 | 21 | 102 | 99 | 93 | -2 | 3 | 9 | 101 | 95 | -6

Arranged by value in HRas wt GTP (high to low): some entries from above.
structure	HRas wt GTP
Cc1nnc(Sc2c(N)n(C)c(=O)[nH]c2=O)s1	99
CCOC(=O)Cn1nc(Cc2ccccc2)c2ccccc2c1=O	98
OCC#CCSc1nnc(-c2ccc(Br)cc2)o1	97

(list continues)
SMILES | Rab2 wt GTP | Mcl1-Noxa inh | Rab7 wt modul | HRas wt GTP | Rac1 mut GTP | Bim-Mcl-1 | Pf gametocyte | Avidin fluor | Rac1 wt modul | Cdc42 wt GTP | Mcl1-Bid inh
C=CCn1c(O)c(N=NC(=O)OCC)c2ccccc21 | 95 | 5 | 95 | 96 | 101 | -4 | 13 | 5 | 102 | 99 | 2
COc1ccccc1NC(=O)Cc1noc(CSc2nnc(N)s2)n1 | 97 | -5 | 96 | 98 | 94 | 4 | 6 | 42 | 97 | 98 | -15
Cn1c(=O)c(=O)n(C)c2cc(S(=O)(=O)NCc3ccc(Cl)cc3)ccc21 | 100 | -8 | 105 | 98 | 99 | 0 | 8 | 10 | 99 | 97 | -47
CCN(CC)S(=O)(=O)c1cccc(-c2nnc(-c3ccc(C)cc3)o2)c1 | 103 | -9 | 106 | 105 | 97 | -1 | -34 | 13 | 98 | 101 | -17
CC(Sc1nc(-c2ccccc2)cc(C(F)(F)F)n1)C(=O)Nc1sc2c(c1C#N)CCC2 (configuration not stated) | 95 | 25 | 94 | 97 | 99 | -1 | x | 13 | 99 | 98 | -16
Cc1ccccc1OCC(O)CN(CCO)Cc1ccccc1 (configuration not stated) | 96 | 10 | 97 | 97 | 97 | -1 | 7 | 4 | 101 | 99 | -1
CCOc1ccc(NC(=O)C2C3C=CC4(CN(C(C(=O)OC)C(C)C)C(=O)C24)O3)cc1 (configuration not stated) | 102 | 9 | 100 | 100 | 98 | -5 | x | 6 | 105 | 102 | -1
O=c1cc(O)c2c(=O)n(Cc3ccccc3)c3ccccc3c2o1 | 90 | -41 | 93 | 91 | 91 | -3 | -5 | 7 | 94 | 86 | -36
COc1ccccc1CNC(=O)c1ccc(-c2ccccc2Cl)o1 | 94 | 6 | 91 | 96 | 96 | 0 | x | 7 | 102 | 100 | -8
O=C1CN(S(=O)(=O)c2ccccc2)CC(=O)N1CCc1ccccc1 | 99 | 5 | 99 | 99 | 100 | 2 | x | 16 | 103 | 101 | -31
Cc1ccc(-c2noc(CCC(=O)N3CCCc4ccccc43)n2)cc1 | 100 | 11 | 101 | 101 | 99 | -4 | -16 | 35 | 105 | 102 | -4
CSc1ccccc1NC(=O)c1cnc2scc(C)n2c1=O | 102 | 12 | 96 | 101 | 100 | -3 | x | 23 | 103 | 100 | 6
CCCCn1c(SCC(=O)N2CCCCC2C)nc2cc(S(N)(=O)=O)ccc21 (configuration not stated) | 100 | -2 | 98 | 102 | 100 | 1 | -5 | 14 | 103 | 102 | -38
CCOC(=O)CSc1nc2ccccc2n1CC(=O)N(C(C)C)C(C)C | u | 3 | u | u | u | -4 | x | 14 | u | u | -24
CCOC(=O)c1ccc(NC(=O)C(C)N2C(=O)c3ccccc3C2=O)cc1 (configuration not stated) | 100 | 4 | 96 | 101 | 100 | 0 | 0 | 6 | 104 | 101 | -44
Cc1ccccc1N(CC(=O)NCC1CCCO1)C(=O)C1(C)CC(=O)N=C2C=CC=CN21 (configuration not stated) | 97 | 11 | 97 | 97 | 95 | -1 | 1 | 15 | 97 | 98 | -10
CCN(CC)C(=O)CSc1ncnc2c1nnn2-c1ccc(OC)cc1 | 98 | 16 | 100 | 96 | 97 | -4 | x | 8 | 101 | 94 | -23
COc1ccc(OC)c(N2C(=O)CC(C(C)c3ccccc3)C2=O)c1 (configuration not stated) | 103 | -5 | 103 | 104 | 101 | 6 | x | 7 | 104 | 102 | -42
O=C(COc1ccccc1C(=O)Nc1ccccc1)NCCc1ccccc1 | 99 | 9 | 97 | 98 | 97 | -2 | 6 | 8 | 100 | 99 | -1
CC(C)(C)NC(=O)c1cc([N+](=O)[O-])ccc1N1CCCCC1 | 96 | 14 | 97 | 95 | 99 | -3 | x | 24 | 100 | 99 | -15
FC(F)(F)c1cccc(Cc2noc(CN3CCCC(CN4CCCC4)C3)n2)c1 (configuration not stated) | 99 | 12 | 103 | 99 | 97 | 0 | 11 | 12 | 100 | 98 | -24
Cc1noc(C)c1S(=O)(=O)N1CCCC(C(=O)N2CCN(C3CCCCC3)CC2)C1 (configuration not stated) | 102 | 22 | 104 | 102 | 99 | 2 | x | 7 | 104 | 103 | -19
O=C(Nc1ccc(N2CCCCC2)cc1)c1cccnc1Cl | 100 | 9 | 103 | 101 | 98 | 0 | 3 | 9 | 105 | 100 | -10
O=C(CC(NC(=O)C(F)(F)F)c1ccccc1)Nc1nnc(CCc2ccccc2)s1 (configuration not stated) | 97 | 7 | 99 | 98 | 99 | -21 | 0 | 14 | 104 | 103 | 2
COc1ccc(CNC(=O)NC(C)(C)c2cccc(C(C)(C)NC(=O)NCc3ccc(OC)cc3)c2)cc1 | 99 | 13 | 99 | 98 | 98 | 0 | 9 | 12 | 99 | 98 | 18
CCOc1ccc(N(CC(=O)NC2CCCC2)C(=O)CCC(=O)Nc2ccccn2)cc1 | 103 | -8 | 102 | 100 | 100 | 3 | 7 | 9 | 105 | 103 | 3
O=c1cc(-c2cccs2)oc2ccc(Cl)cc12 | 99 | 2 | 101 | 99 | 100 | -3 | -9 | 16 | 104 | 101 | -24
Cc1ccc(NC(=O)COC(=O)Cn2cnc3c2c(=O)n(C)c(=O)n3C)cc1Cl | 96 | -7 | 95 | 98 | 97 | -3 | 3 | 10 | 101 | 97 | -10
O=C(NCc1ccccc1)c1cc(-c2ccco2)on1 | 99 | 22 | 95 | 97 | 98 | -2 | x | 8 | 101 | 100 | -23
COc1ccc(CNC(=O)CSc2nc(-c3ccccc3)cc(-c3cccs3)c2C#N)cc1 | 96 | -1 | 99 | 96 | 96 | 0 | -12 | 15 | 96 | 95 | -27
CC(C)(C)C(=O)N1CCN(c2c(Cl)cccc2[N+](=O)[O-])CC1 | 96 | 8 | 97 | 99 | 97 | -7 | x | 30 | 98 | 99 | 1
CC(Sc1nnnn1-c1ccc(Cl)cc1)C(=O)NCC(=O)Nc1ccc(F)c(F)c1F (configuration not stated) | 97 | 13 | 95 | 102 | 98 | -4 | 14 | 2 | 100 | 100 | -7
Cn1c(-c2ccc(=O)[nH]c2)nc2ccccc21 | 98 | 9 | 98 | 99 | 98 | 0 | 6 | 7 | 99 | 98 | -46
COc1cccc(NC(=O)c2csc3c2CCCC3)c1 | 90 | -1 | 92 | 93 | 99 | 0 | -7 | 8 | 100 | 94 | -23
S=C(NC1CCCCC1)c1ccc2c(c1)OCO2 | 92 | -5 | 93 | 94 | 93 | -3 | -12 | 21 | 95 | 94 | -22
N#C/C(=C\c1cccnc1)C(=O)Nc1ccccc1 | 95 | 5 | 101 | 97 | 96 | -4 | x | 8 | 95 | 97 | -9
Cc1cc(NS(=O)(=O)c2ccc(NC(=O)c3ccc(Br)o3)cc2)nc(C)n1 | 97 | 18 | 102 | 97 | 99 | -1 | 11 | 9 | 99 | 96 | -13
O=C(OCc1cc(-c2ccccc2)no1)c1ccc2ccccc2n1 | 97 | 0 | 97 | 98 | 96 | -6 | 29 | 30 | 102 | 99 | -8
CCOc1ccccc1C(=O)Nc1ccccc1C(N)=O | 104 | 7 | 101 | 103 | 99 | -10 | x | 15 | 106 | 105 | -2
CC(=O)Nc1ccccc1-c1nn[nH]n1 | 94 | 19 | 100 | 95 | 96 | 1 | 5 | 7 | 96 | 95 | 10
CC(=O)c1nnn(-c2nc(N3CCCC3)nc(N(c3ccccc3)c3ccccc3)n2)c1C | 101 | -8 | 102 | 101 | 99 | -2 | -2 | 14 | 103 | 103 | -19
Cc1noc(C)c1S(=O)(=O)N1CCC(C(=O)Nc2ccc(OC(F)(F)F)cc2)CC1 | 102 | 9 | 99 | 103 | 102 | 9 | x | 9 | 107 | 105 | 4
CCOc1ccc(-c2nnc(N(CC)C(=O)C3CCC3)s2)cc1 | 100 | 10 | 100 | 99 | 98 | -3 | 10 | 9 | 100 | 98 | 13
Cc1cc(C(=O)CSc2nnc(-c3cccs3)n2Cc2ccccc2)c(C)n1C | 96 | -3 | 94 | 98 | 97 | -1 | 11 | 11 | 98 | 99 | -54
